Rac1 wt GTP bind: wildtype Rac1 GTP binding modulators, primary screen, biochemical, GST-Rac1 beads, flow cytometry, multiplex | Ras-related C3 botulinum toxin substrate 1 (Homo sapiens), P63000 | fluorescent GTP binding; actives lie on both sides; 0 = cold GTP competed, 100 = untreated | GTP binding activity (% of control), % at 10 µM | hit rate 0.27% among 190,000;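 active means GTP binding activity at least 20 points away from the 100% control level, either lower or higher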
Mcl1-Noxa inh: Mcl-1/Noxa binding inhibitors, primary screen, biochemical, TR-FRET, 1536-well | Induced myeloid leukemia cell differentiation protein Mcl-1 (Homo sapiens), Q07820 | TR-FRET Mcl-1/Noxa peptide binding, 2 h | inhibition, % at 21.7 µM | hit rate 1.5% among 220,000 | AID 1022, 2008;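 active means compounds that cut the protein-peptide binding signal by more than 50% relative to plate controls in a single-dose test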;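 further: His-tagged Mcl-1 with rhodamine Noxa BH3 peptide and terbium anti-His antibody; 0% = Mcl-1 plus Noxa peptide wells and 100% = peptide-only wells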
Target sequence (Q07820 whole entry, looked up): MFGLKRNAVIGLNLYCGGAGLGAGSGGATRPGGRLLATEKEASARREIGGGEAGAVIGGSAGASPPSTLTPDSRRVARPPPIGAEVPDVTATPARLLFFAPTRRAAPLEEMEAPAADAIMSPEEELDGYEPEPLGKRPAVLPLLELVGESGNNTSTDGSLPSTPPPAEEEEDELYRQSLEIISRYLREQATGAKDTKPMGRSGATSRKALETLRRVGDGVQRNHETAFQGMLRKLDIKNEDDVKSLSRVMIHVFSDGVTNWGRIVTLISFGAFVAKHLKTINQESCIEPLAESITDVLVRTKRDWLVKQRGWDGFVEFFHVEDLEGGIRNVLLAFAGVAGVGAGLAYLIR
Rab2 wt GTP: modulators of GTP binding to Rab2A wildtype, primary screen, biochemical, dog, bead-based flow cytometry, multiplex; Ras-related protein Rab-2A (Canis lupus familiaris), P61105; hit rate 0.19% among 190,000; GTP binding activity, % at 10 µM; GST-Rab2 wt beads, Bodipy-GTP binding;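 active means GTP binding activity at least 20 points away from 100%, either lowered or raised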;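 further: 0% = beads with excess unlabeled GTP and 100% = no-compound control corrected for plate trend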
ABCG2 block: ABCG2 efflux pump inhibitors, primary screen, multiplex with ABCB1, IgMXP3 cells, flow cytometry. Broad substrate specificity ATP-binding cassette transporter ABCG2 (Homo sapiens), Q9UNQ0. JC-1 efflux. inhibition, % at 6.6 µM. hit rate 0.1% among 190,000. AID 1325, 2008;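 active means inhibition above 80%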;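 further: 0% = DMSO and 100% = nicardipine control wells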
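material = IgMXP3 (ABCG2) plus far-red-tagged CCRF-Adr (ABCB1) cells | amount = 3 million cells/mL, equal mix of both lines | also added = JC-1 transporter substrate | dosing = one concentration, 6.6 µM final | schedule = 10 min at 25 °C | measured by = flow cytometric JC-1 green MFI at 530 nm | read-out basis = percent efflux inhibition, scaled nicardipine 100% to DMSO 0%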
HRas wt GTP: modulators of GTP binding to HRas wildtype, primary screen, biochemical, bead-based flow cytometry, multiplex; GTPase HRas (Homo sapiens), P01112; GST-Ras wt beads, Bodipy-FL-GTP binding; actives lie on both sides; GTP binding activity, % at 10 µM; hit rate 0.14% among 190,000; AID 759, 2007;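 active means GTP binding activity at least 20% away from the 100% baseline, either lowered as inhibitor or raised as activator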;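 further: 0% = unlabeled GTP competition control and 100% = no-compound control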
Target sequence (P01112 whole entry, looked up): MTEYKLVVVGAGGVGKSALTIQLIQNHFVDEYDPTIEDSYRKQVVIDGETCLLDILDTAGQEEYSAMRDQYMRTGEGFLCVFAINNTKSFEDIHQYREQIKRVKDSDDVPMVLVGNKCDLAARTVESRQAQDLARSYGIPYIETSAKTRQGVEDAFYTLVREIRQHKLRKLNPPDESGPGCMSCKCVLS
Rac1 act GTP bind: GTP binding modulators of activated mutant Rac1, primary screen, biochemical, bead-based flow cytometry, multiplex, fluorescent GTP; Ras-related C3 botulinum toxin substrate 1 (Homo sapiens), P63000; GST-Rac1 activated beads; actives lie on both sides; 100% means binding = to untreated wells; percent activity (GTP binding), % at 10 µM; hit rate 0.11% among 190,000;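 active means GTP binding at least 20 percentage points away from the 100% baseline, in either direction, so actives lie on both sides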
ABCB1 block: ABCB1 efflux pump inhibitors, primary screen, cell-based, multiplex, flow cytometry, ABCG2 counter-screen; ATP-dependent translocase ABCB1 (Homo sapiens), P08183; CCRF-Adr cells, JC-1 efflux; inhibition, % at 6.6 µM; hit rate 0.067% among 190,000; in the data active means inhibition above about 40%;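 further: 0% = vehicle and 100% = reference inhibitor; higher value means more JC-1 retained so stronger ABCB1 efflux block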
Pf gamet viab: late stage P. falciparum gametocyte viability inhibitors, primary screen, ATP luminescence, HTS | P. falciparum stage V gametocytes, 24 h | inhibition, % at 10.9 µM | hit rate 0.065% among 150,000 | AID 743093, 2013;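 active means inhibition above the mean plus 3 SD of compounds within the control limits, set per campaign, cut at about 38% in these data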;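 further: 0% = DMSO wells and 100% = medium only without gametocytes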
Rab7 wt GTP bind: modulators of GTP binding to Rab7, primary screen, biochemical, wildtype, multiplex bead flow cytometry; Rab7 GTPase wild type (dog), Bodipy-FL-GTP binding; GTP binding activity (percent of control), % at 10 µM; AID 758, 2007; GST-Rab7 beads, fluorescent GTP binding; actives lie on both sides; untreated = 100%, excess cold GTP = 0%; hit rate 0.055% among 190,000;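 active means fluorescent GTP binding to Rab7 beads changed by at least 20 points from the 100% baseline, either direction, mostly lower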;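 further: median green fluorescence of bound Bodipy-FL-GTP per Rab7 bead population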
Avidin fluor: green autofluorescence of compounds with avidin beads – biophysical, 488/530 nm, flow cytometry, artefact control, profiling panel; compound fluorescence 488/530 nm; active compounds read high; fluorescence (KMESF) at 10 µM; hit rate 0.38% among 220,000; in the data active means fluorescence above about 47; further: inactives centre near 10
Cdc42 wt: modulators of GTP binding to wildtype Cdc42, primary screen, biochemical, multiplex bead flow cytometry, Bodipy-GTP. GST-Cdc42 beads; actives lie on both sides. percent activity (GTP binding), % at 10 µM. hit rate 0.2% among 190,000. AID 761, 2007;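 active means percent activity GTP binding at least 20 points away from the 100% baseline, either down as inhibitor or up as activator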;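 further: median bead fluorescence of bound Bodipy-FL-GTP at 100 nM; 0% = excess unlabeled GTP control and 100% = no compound control; below 100% means less GTP binding so inhibitor and above means activator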
Target sequence (P60953 whole entry, looked up): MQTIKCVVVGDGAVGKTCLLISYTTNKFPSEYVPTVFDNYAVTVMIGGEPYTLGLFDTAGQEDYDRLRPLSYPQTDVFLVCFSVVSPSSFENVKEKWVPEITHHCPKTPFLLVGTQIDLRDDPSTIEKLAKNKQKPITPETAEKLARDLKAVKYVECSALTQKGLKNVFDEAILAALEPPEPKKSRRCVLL
Active calls of the source: *; / = not tested or not shown.

SMILES	Rac1 wt GTP bind	Mcl1-Noxa inh	Rab2 wt GTP	ABCG2 block	HRas wt GTP	Rac1 act GTP bind	ABCB1 block	Pf gamet viab	Rab7 wt GTP bind	Avidin fluor	Cdc42 wt
Clc1ccc(-c2ccc(/C=N/Nc3nncc(-c4ccccc4)n3)o2)cc1	94	2	96	1	96	94	-0.2	/	92	13	98
Cn1ccnc1SCC(=O)Nc1ccc2ccccc2c1	107	12	104	6	102	103	0.7	/	102	7	107
O=C(CN1CCSCC1)N/N=C/c1cccc(Cl)c1	99	5	94	20	98	95	1.7	-6	99	14	98
COc1ccc(NC(=O)Nc2ccc(CC(=O)O)cc2)cc1	100	14	96	3	97	94	0.8	-4	101	12	96
Cc1cc(OCCCn2ccnc2)cc(C)c1Cl	109	12	99	7	102	101	0.9	4	101	8	103
Cc1cc(C)n(-c2nc3c(c(=O)[nH]c(=O)n3C)n2Cc2cccc(Br)c2)n1	115	22	99	9	101	103	2.0	-25	101	18	107
COc1cc(C#N)c(NC(=S)N2CCOCC2)cc1OC	101	9	98	3	99	97	0.5	/	108	10	98
Cc1cc(CNC(=S)Nc2ccc(Br)cc2Cl)nn1C	97	22	101	2	101	98	0.4	9	107	9	99
COCCN1C(=O)C(CC(=O)Nc2ccc(C(C)=O)cc2)SC1=Nc1ccccc1 (stereo unspecified)	97	-5	97	2	99	97	0.6	25	95	17	98
CCSc1ccccc1C(=O)Nc1ccc2c(c1)OCO2	104	9	102	8	100	96	0.6	/	110	10	100
CCOC(=O)c1cnc2ccccc2c1Nc1cc(C(=O)O)ccc1C	95	13	95	2	95	96	0.5	9	99	15	94
COc1cccc(C(=O)Nc2ncc3c(n2)CC(c2ccc(OC)cc2OC)CC3=O)c1 (stereo unspecified)	99	4	93	3	94	93	0.7	27	94	7	98
Cc1ccccc1Nc1ncnc2c1cnn2-c1ccccc1	99	10	99	2	98	99	0.4	/	98	7	99
COc1ccc2c(c1)C1CC(C)(NC(=O)C1S(=O)(=O)c1ccc(F)cc1)O2 (stereo unspecified)	105	0	103	7	102	101	1.9	/	102	13	106
CCC(=O)c1cc(-c2nc3ccccc3n2C)n(C)c1	104	24	102	5	101	98	0.9	/	100	7	102
Cc1cccnc1NC(=O)CCNS(=O)(=O)c1ccc2c(c1)c(=O)n(C)c(=O)n2C	102	3	98	2	95	97	0.8	/	102	10	94
CC(NC(=O)Nc1ccccc1)C(c1cccs1)N1CCN(c2ccccc2)CC1 (stereo unspecified)	91	-7	97	1	95	94	-0.3	/	101	6	93
Cc1nn(C)c(C)c1NC(=O)CN1CCC(O)(c2ccc3c(c2)OCO3)CC1	106	9	104	2	101	101	0.1	/	103	14	104
COc1ccc(CCN2C(=O)CC(N3CCOCC3)C2=O)cc1 (stereo unspecified)	104	20	97	4	97	98	0.7	/	105	24	103
COCC(=O)NNS(=O)(=O)c1ccccc1[N+](=O)[O-]	101	10	99	4	96	101	2.1	6	99	14	100
O=C(NCCCn1ccnc1)Nc1ccc(Cl)cc1	105	4	107	2	105	102	0.3	-2	101	15	110
CCOC(=O)N1CCN(C(=O)CN(c2cccc(C(F)(F)F)c2)S(C)(=O)=O)CC1	99	1	94	2	98	95	0.7	/	94	29	100
O=C(O)c1ccccc1OC(=O)C12CC3CC(CC(C3)C1)C2	97	21	95	0	96	94	0.1	-6	95	12	95
CCOC(=O)c1c(C)n(-c2ccc(C)cc2)c2ccc(OCC(O)CNCC3CCCO3)cc12 (stereo unspecified)	97	20	98	2	94	95	20	/	101	11	95
CCOC(=O)CSC1=NN2CCS(=O)(=O)N=C2S1	97	1	95	4	95	95	0.9	16	94	11	100
COc1ccc(C(=O)c2ccc(CC(=O)O)s2)cc1	99	12	97	4	99	96	1.7	-1	95	16	98
O=C(Cc1cccc2ccccc12)N/N=C/c1ccc(Sc2nc3ccccc3s2)o1	95	-3	98	-2	97	96	0.0	-73	99	12	95
Cn1cnnc1SCC(=O)Nc1ccc2nc(SCc3ccccc3F)sc2c1	97	9	99	1	99	96	0.2	1	100	9	98
C=C(C)CNC(=O)CCc1nnc(Cc2cccc(C(F)(F)F)c2)o1	92	14	95	9	92	93	0.6	/	99	10	90
COc1ccc(C/C(N)=N/OC(=O)C(c2ccccc2)c2ccccc2)cc1OC	104	11	100	21	99	99	-0.9	/	97	13	99
CC(C)(C)c1ccc(C(=O)N2CCCCCC2=O)cc1	104	2	98	-1	100	99	0.6	/	100	6	102
Cc1nc2ccc(NC(=O)N3CCSCC3)cc2nc1C	102	-5	100	1	103	101	0.3	/	101	6	103
CCCc1cc(=O)oc2cc(OCc3ccc(OC)cc3)c(Cl)cc12	98	10	91	15	93	96	0.3	-8	95	8	95
CC(=O)CCS(=O)(=O)c1ccc(NC(C)=O)cc1	105	6	101	1	102	101	0.6	/	101	9	104
CCN(c1ccccc1)C1(O)C(=O)c2ccccc2C1=O	97	4	97	0	95	95	0.0	4	100	7	94
COc1cc(OC)c(N(C)S(=O)(=O)c2cccc(C(=O)OCC(=O)c3c[nH]c4ccccc34)c2)cc1Cl	104	4	98	-8	100	99	-0.5	12	98	1	99
Cc1cc(C)c(S(=O)(=O)Nc2ccc(-c3cn4ccccc4n3)cc2)c(C)c1	104	7	100	1	104	100	2.1	1	101	7	102
CN1C(=O)C2(C(C#N)=C(N)Oc3c2oc(CO)cc3=O)c2ccccc21 (stereo unspecified)	102	6	100	-6	99	100	-4.0	-1	99	5	101
O=c1c2ccccc2nc2n1C(CSc1ccc(Br)cc1)CN2 (stereo unspecified)	101	11	99	4	99	96	0.6	-21	99	8	101
C(=C\c1nnc2c3ccccc3ncn12)/c1ccccc1	96	-35	96	-1	97	98	-0.3	-13	95	14	94

Sorted by heavy-atom count (high to low): part of the list above
SMILES	Rac1 wt GTP bind	Mcl1-Noxa inh	Rab2 wt GTP	ABCG2 block	HRas wt GTP	Rac1 act GTP bind	ABCB1 block	Pf gamet viab	Rab7 wt GTP bind	Avidin fluor	Cdc42 wt
COc1ccc(C/C(N)=N/OC(=O)C(c2ccccc2)c2ccccc2)cc1OC	104	11	100	21	99	99	-0.9	/	97	13	99
COc1ccc2c(c1)C1CC(C)(NC(=O)C1S(=O)(=O)c1ccc(F)cc1)O2 (stereo unspecified)	105	0	103	7	102	101	1.9	/	102	13	106
O=C(O)c1ccccc1OC(=O)C12CC3CC(CC(C3)C1)C2	97	21	95	0	96	94	0.1	-6	95	12	95

Next part
SMILES	Rac1 wt GTP bind	Mcl1-Noxa inh	Rab2 wt GTP	ABCG2 block	HRas wt GTP	Rac1 act GTP bind	ABCB1 block	Pf gamet viab	Rab7 wt GTP bind	Avidin fluor	Cdc42 wt
CCCCc1nnc(NC(=O)Cn2cnc3ccccc3c2=O)s1	95	-7	91	-1	91	93	-0.3	-12	94	8	92
Cc1cc(Nc2ccccc2)n(C(=O)c2ccc(N)cc2)n1	99	-12	100	-1	102	98	-0.1	-1	101	3	97
Clc1ccc2[nH]c(-c3ccccc3)cc2c1	104	25	99	4	101	98	-0.3	-6	103	12	100
CS(=O)(=O)N(CC(=O)Nc1ccccc1Sc1ccccc1)C1CCCCC1	102	-9	101	2	100	98	0.9	/	101	11	101
O=C(CN1C(=O)C2CC=C(Cl)CC2C1=O)NCc1ccccc1 (stereo unspecified)	113	-4	109	-2	105	99	-0.1	1	104	9	105
COc1ccc(C(=O)N/N=C2/SCC(=O)N2Cc2ccc3c(c2)OCO3)cc1OC	97	-10	97	3	100	94	0.8	/	99	7	100
O=C(Nc1nc(-c2ccccc2)cs1)C1CCCN(S(=O)(=O)c2ccccc2)C1 (stereo unspecified)	94	14	97	1	96	95	0.4	/	97	32	98
CCN(CC)C(=O)c1ccc(Nc2nnc(C)c3ccccc23)cc1	103	-4	97	7	97	96	0.8	16	99	4	100
Cc1csc(NC(=O)CSc2ncnc3c2cnn3-c2ccccc2Cl)n1	101	11	103	0	100	100	0.0	/	101	9	101
CC(C)C(=O)N(Cc1cc2ccccc2[nH]c1=O)C(C)(C)C	102	-16	98	0	100	98	0.2	6	100	6	101
O=C(C1=C[C@@H](c2ccc(C(F)(F)F)cc2)C[C@@H](OCc2ccc(CO)cc2)O1)N1CCN(Cc2ccccc2)CC1	99	81*	96	10	98	97	2.5	/	100	6	97
O=S(=O)(Nc1ccc2nc(-c3ccco3)[nH]c2c1)c1ccccc1	100	12	97	1	99	100	0.3	-35	102	6	99
Cc1cccc(C)c1NC(=O)C(c1cccs1)N(Cc1ccco1)C(=O)Cn1nnc2ccccc21 (stereo unspecified)	93	0	95	3	95	94	5.1	-7	93	14	97
CCSC1=C(C#N)C(c2ccccc2C)CC(=O)N1 (stereo unspecified)	102	9	99	3	101	99	0.7	/	97	7	104
O=C(O)c1ccc(Cl)c(NC(=O)C2CCCN2S(=O)(=O)c2cccc3nsnc23)c1 (stereo unspecified)	111	16	107	3	106	101	1.1	15	102	11	107
COc1cccc(C(=O)N2CCN=C2SC)c1	96	-11	97	2	95	98	0.7	-2	94	25	97
CC(NC(=O)C(=O)NCCC1=CCCCC1)c1ccccc1 (stereo unspecified)	105	-2	103	-1	101	101	0.1	/	103	12	100
COCC(C)N=C1NN=C(c2ccc(NC(C)=O)cc2)CS1 (stereo unspecified)	97	34	98	0	99	96	-0.1	-1	104	22	95
O=c1oc2ccccc2cc1-c1csc(Cc2nc(-c3ccc(Br)cc3)cs2)n1	91	/	92	6	94	92	0.3	-12	94	11	97
Cc1ccc(Nc2cc(C)nc(-c3ccccc3O)n2)cc1	100	-13	101	6	102	100	0.7	-42	101	11	100
O=C(NCc1ccccc1)c1cccc(COc2cccc(Cl)c2)c1	103	-4	105	6	103	101	0.3	/	104	7	102
Cc1ccc(-n2nnnc2SCC(=O)c2cc(C)n(-c3cc(C)on3)c2C)c(C)c1	107	-3	99	2	101	99	0.6	-4	99	8	101
CSCCC(NC(=O)c1cc([N+](=O)[O-])cc([N+](=O)[O-])c1)c1nc2ccccc2[nH]1 (stereo unspecified)	105	-2	104	15	103	102	2.1	-17	105	6	101

Random draw from the library. About 2.3% of those tested had a hit in this group.
